NS5 inhibitors = Dengue-2 NS5 methyltransferase inhibitors, primary screen, biochemical, confirmation dose response (AID 588689). Dengue-2 NS5 methyltransferase capping enzyme assay, biochemical; higher % means a stronger effect. inhibition, % at 25 µM; hits with a dose series show IC50 in µM. actives 0.3% (n = 340,000); in the data active = a potency from the dose series
K1F lysis inhibition = inhibition of K1F phage lysis, E. coli UTI89, bacterial capsule biogenesis inhibitors, alamar blue (AID 488966); E. coli UTI89 K1F phage lysis, alamar blue, 2 h; higher % means a stronger effect; inhibition, % at 100 µM, or IC50 in µM where a hit was titrated; actives 0.02% (n = 340,000);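 active = phage lysis inhibition, versus mean bacterial control, above a set limit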;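 also: capsule biogenesis inhibitors block K1F phage lysis so surviving cells raise fluorescence; higher fluorescence means more inhibition of phage lysis; actives were called in the ten point dose series up to 300 µM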
NTR1 agonist = NTR1-driven beta-arrestin-GFP spot formation – imaging, U2OS cells, high content, primary screen (AID 493036) | agonist mode | P30989 | activation, % at 20 µM | actives 0.17% (n = 330,000);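 active = activation at or above 40% of the spot to cytoplasm intensity ratio, with at least 20 cells analyzed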;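 also: 0% = DMSO without peptide and 100% = 100 nM NTR1 peptide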
Target sequence (P30989 whole entry, looked up): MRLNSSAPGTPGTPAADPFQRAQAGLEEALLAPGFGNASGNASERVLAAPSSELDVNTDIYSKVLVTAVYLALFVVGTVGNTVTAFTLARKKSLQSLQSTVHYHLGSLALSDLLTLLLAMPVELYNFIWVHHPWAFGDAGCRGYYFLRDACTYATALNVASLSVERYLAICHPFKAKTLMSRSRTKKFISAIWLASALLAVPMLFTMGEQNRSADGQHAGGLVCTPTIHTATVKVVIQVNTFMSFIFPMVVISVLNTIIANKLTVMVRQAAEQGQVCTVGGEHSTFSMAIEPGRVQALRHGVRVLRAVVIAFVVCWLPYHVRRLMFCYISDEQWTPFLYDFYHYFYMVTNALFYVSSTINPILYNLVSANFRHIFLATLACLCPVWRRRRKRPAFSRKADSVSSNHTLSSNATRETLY
NTR1 agonist cell count 20 µM = recorded beside NTR1 agonist, whose call it bears; cell count; measured here: cell count, cytotoxicity flag
NS5 inhibitors pilot replicate = recorded beside NS5 inhibitors, whose call it bears; inhibition, %; measured here: pilot screen replicate inhibition
* hit, by the source's call; [ ] = remark or other dose. A portion of the library. The share of hits here may be higher or lower than overall.

SMILES | NS5 inhibitors | K1F lysis inhibition | NTR1 agonist | NTR1 agonist cell count 20 µM | others
Cc1ccc(S(=O)(=O)N2CCCCC2)cc1NC(=O)CSc1nnc(C2CC2)n1N | -12.2% | 0.2%[50 µM] | 0.6 | 59
CCOC(=O)C1=CC[C@@H](c2cc(OC)c(OC)c(OC)c2)N(S(=O)(=O)c2ccc(C)cc2)[C@H]1C(=O)OCC | -0.8% | 0.2% | 1.1 | 41
CC[C@@]1(C(=O)OC)N[C@H](CN(C)C(=O)Nc2ccc(Cl)cc2)[C@@H]2C(=O)N(C)C(=O)[C@@H]21 | 4.3% | -0.1% | 2.8 | 51 | NS5 inhibitors pilot replicate=-3.6
O=C(COc1coc(CN2CCN(c3ccccc3F)CC2)cc1=O)N1CCc2ccccc21 | 1.4% | 0.9%[50 µM] | 0.3 | 66
CC1CCN(C(=O)c2[nH]cnc2C(=O)N[C@H](C)c2ccccc2)CC1 | -4.0% | -0.6% | 0.6 | 57
O=C(NCCCN1CCCC1=O)c1ccccc1OCc1ccc(Cl)cc1Cl | 3.2% | -2.0% | 0.5 | 55
Cc1cccc(C)c1NC(=O)CNC(=O)c1ccc2c(c1)OCCO2 | 7.0% | 0.3%[50 µM] | 0.3 | 60
O=C(Nc1ccccc1)[C@@H]1CCCN1S(=O)(=O)c1ccc(Cl)cc1 | -6.6% | 2.1% | -1.2 | 58
COc1ccc(NC(=O)CNC(=O)c2ccco2)cc1S(=O)(=O)Nc1cc(C)ccc1Br | 3.9% | -0.9% | 2.0 | 66
CSc1ncccc1C(=O)OCC(=O)c1ccc[nH]1 | -9.2% | 0.2%[50 µM] | -0.4 | 51
COC(=O)c1ccsc1NC(=O)CS(=O)(=O)c1ccccc1 | 0.0% | 0.9%[50 µM] | 1.1 | 60
Cc1ccc(S(=O)(=O)NCCCNS(=O)(=O)c2ccccc2Br)cc1 | 3.9% | -0.1% | -1.3 | 74
COc1ccc(/C=C/C(=O)NC2CCS(=O)(=O)C2)cc1 (configuration not stated) | -5.1% | 0.7%[50 µM] | 0.0 | 75
Brc1cnc2ccccc2c1N1CCCCC1 | -10.8% | 1.0% | 4.6 | 60
Cc1ccc(C2(C)NC(=O)N(CC(=O)Nc3cc(S(=O)(=O)N4CCCCC4)ccc3OC(C)C)C2=O)cc1 (configuration not stated) | -5.8% | 0.8%[50 µM] | 2.3 | 61
Cc1ccc2c(CC(=O)NCC3(N4CCOCC4)CCCCC3)coc2c1C | -5.4% | 0.2%[50 µM] | 0.4 | 56
O=C(CS(=O)(=O)c1ccccc1)N(CCCN1CCOCC1)c1nc2c(F)cccc2s1 | -3.0% | -0.2% | 0.4 | 62
COc1ccccc1NC(=O)c1oc2ccccc2c1NC(=O)c1cc(OC)c(OC)c(OC)c1 | 1.6% | 4.5% | 7.0 | 70
O=C(CSc1nnc(-c2ccncc2)o1)Nc1cccc(F)c1 | 0.0% | 1.4%[50 µM] | -0.1 | 52
CC(NC(=O)c1ccccc1)C(=O)NC1CCCc2ccccc21 (configuration not stated) | -4.4% | 0.5%[50 µM] | -1.3 | 49
O=C(NNC(=O)c1cccc(-n2cccc2)c1)c1ccc(F)cc1 | 4.3% | 1.4%[50 µM] | 0.0 | 71
Cc1ccc(NS(=O)(=O)c2ccc(C)c(NC(=S)NCCN3CCOCC3)c2)c(C)c1 | 2.2% | 1.6%[50 µM] | -1.3 | 44
CCCNC(=O)C1CC(c2ccccc2C(F)(F)F)=NO1 (configuration not stated) | 0.0% | 11.6% | -2.7 | 90
CN(Cc1ccccc1)C(=O)c1ncn(C)c1C(=O)N(C)Cc1ccccc1 | -7.5% | 0.2% | -0.8 | 62
c1ccc(-c2ccncc2)nc1 | 6.3% | -0.7% | 1.5 | 48
COc1ccc(NC(=O)CSCC(=O)Nc2ccccc2N2CCCCC2)cc1 | -2.2% | -0.7%[50 µM] | 3.1 | 52
O=C(O)c1cccc(C(=O)c2cccc3ccccc23)c1 | -6.2% | -0.6% | -0.3 | 47
Cc1cc(Cl)ccc1OCCCC(=O)N1CCN(S(=O)(=O)c2ccccc2)CC1 | -8.7% | -0.5%[50 µM] | 5.2 | 53
COc1ccc(OCc2nnc(SCC(=O)NCC3CCCO3)n2N)cc1 (configuration not stated) | 2.2% | 0.3%[50 µM] | -1.8 | 59
CC1CCN(C(=O)COC(=O)c2n[nH]c(=O)c3ccccc23)CC1 | 1.1% | 1.3%[50 µM] | -1.8 | 47

In the list so far, 5 have two or more sulfur atoms.
SMILES | NS5 inhibitors | K1F lysis inhibition | NTR1 agonist | NTR1 agonist cell count 20 µM | others
Cc1ccc(S(=O)(=O)N2CCCCC2)cc1NC(=O)CSc1nnc(C2CC2)n1N | -12.2% | 0.2%[50 µM] | 0.6 | 59
COC(=O)c1ccsc1NC(=O)CS(=O)(=O)c1ccccc1 | 0.0% | 0.9%[50 µM] | 1.1 | 60
Cc1ccc(S(=O)(=O)NCCCNS(=O)(=O)c2ccccc2Br)cc1 | 3.9% | -0.1% | -1.3 | 74
O=C(CS(=O)(=O)c1ccccc1)N(CCCN1CCOCC1)c1nc2c(F)cccc2s1 | -3.0% | -0.2% | 0.4 | 62
Cc1ccc(NS(=O)(=O)c2ccc(C)c(NC(=S)NCCN3CCOCC3)c2)c(C)c1 | 2.2% | 1.6%[50 µM] | -1.3 | 44

New compounds follow
SMILES | NS5 inhibitors | K1F lysis inhibition | NTR1 agonist | NTR1 agonist cell count 20 µM | others
Cc1cc(F)ccc1NC(=O)CCc1ccc(S(=O)(=O)N2CCOCC2)cc1 | -2.6% | 1.5%[50 µM] | -1.3 | 49
O=C1C=C(c2cccc(CO)c2)C[C@@H](c2ccc(Cl)cc2)C1 | 0.0% | -0.4% | 3.6 | 68
C=CCn1c(COc2ccc(F)cc2)nnc1SC(C)C(=O)NCC1CCCO1 (configuration not stated) | -2.9% | 0.8%[50 µM] | -1.2 | 58
O=C(c1ccc([N+](=O)[O-])o1)N1CCN(c2nc3c(Cl)cccc3s2)CC1 | 8.2% | -3.3%[50 µM] | 2.0 | 55
O=C(COC(=O)c1cccc(C(F)(F)F)c1)NC(=O)NC1CCCC1 | 2.2% | 0.1%[50 µM] | 1.4 | 58
CC(=O)c1ccc(S(=O)(=O)NCCC(=O)NC(C)c2ccncc2)cc1 (configuration not stated) | -2.2% | 0.4%[50 µM] | 1.0 | 62
Cc1ccc(Cl)cc1NC(=O)COC(=O)CC1CCCCC1 | -0.8% | 0.6%[50 µM] | 0.6 | 69
Cc1c(NS(=O)(=O)c2cc(C(=O)N3CCCC(C)C3)ccc2Cl)c(=O)n(-c2ccccc2)n1C (configuration not stated) | 5.8% | 1.8% | -0.7 | 64
O=C1CCC(C(=O)OCc2nnc(-c3ccc(Cl)cc3)o2)=NN1 | 5.1% | 1.1%[50 µM] | -1.2 | 55
CC(C)CN(C(=O)CSc1n[nH]c(-c2cccs2)n1)C1CCS(=O)(=O)C1 (configuration not stated) | -1.5% | 0.6%[50 µM] | 1.1 | 55
Cc1ccc(-c2csc(NCCc3nc4cc(Cl)c(Cl)cc4n3CCOCCO)n2)cc1 | 4.8% | -1.3% | 10.5 | 52
CCc1noc(C)c1C(=O)Nc1cccc(S(=O)(=O)N(C)c2ccccc2)c1 | 0.0% | 0.7%[50 µM] | -0.1 | 63
COC(=O)c1ccc(NC(=O)c2cc(-c3ccncc3)nc3ccccc23)cc1 | 2.2% | 0.3%[50 µM] | 0.6 | 64
CC(Sc1nnc(C2CC2)n1C1CC1)C(=O)Nc1cccc(S(=O)(=O)N2CCOCC2)c1 (configuration not stated) | 5.8% | 10.8% | 0.1 | 68
CC(C)(OC(=O)c1cccs1)c1cc2ccccc2c(=O)o1 | 1.6% | -0.6% | 2.6 | 49
Cc1ccc(S(=O)(=O)N(CC(=O)NCCSCc2ccco2)c2cc(C)ccc2C)cc1 | -8.0% | 1.0% | 0.7 | 83
CCc1noc(C)c1C(=O)N1CCN(S(=O)(=O)c2ccc(C(C)=O)cc2)CC1 | 10.8% | 2.0%[50 µM] | -1.1 | 67
CCN(CC)S(=O)(=O)c1ccc(N2CC(C(=O)NCc3ccc4c(c3)OCO4)CC2=O)cc1 (configuration not stated) | -0.8% | 0.4%[50 µM] | 0.7 | 64
CCOC(=O)c1c(NC(=O)COC(=O)CCCOc2ccc(OC)cc2)sc(C(=O)NC)c1C | -1.4% | 1.2%[50 µM] | -0.9 | 55
Cn1cnnc1SCC(=O)Nc1ccc(S(=O)(=O)N2CCOCC2)cc1 | -5.9% | 0.7%[50 µM] | 1.3 | 65
NS(=O)(=O)c1cccc(NC(=O)CSc2nnc(C3CC3)n2-c2ccccc2)c1 | 3.2% | 0.1% | 0.4 | 62
CCOC(=O)C1=CN(Cc2ccco2)S(=O)(=O)N(CC)C1c1ccccc1 (configuration not stated) | -2.3% | 0.1% | 1.4 | 73 | NS5 inhibitors pilot replicate=-2.4
O=C(Cc1csc(-c2ccccc2)n1)NCC(=O)Nc1ccc(F)c(F)c1F | 0.8% | -0.7% | -0.6 | 62
Cc1cc(NC(=O)c2cccc(Cl)c2)n[nH]1 | -3.6% | -2.2% | -0.7 | 90
COc1ccccc1C1=CC(=O)CCC1 | -0.8% | 2.2% | 2.5 | 92
Cc1ccnc2nc(C(=O)OCC(=O)NC3CCC(C)CC3)nn12 (configuration not stated) | -1.5% | 0.9%[50 µM] | 3.7 | 66
O=C(COc1ccc(Cl)cc1Br)NCC(c1ccco1)N1CCCC1 (configuration not stated) | -0.7% | 0.6%[50 µM] | 0.7 | 73
Cc1ccsc1C(=O)OCC(=O)N1CCN(c2ccccc2)CC1 | 1.6% | -0.9% | 3.0 | 55
CCCCn1c(N)c(N(CCOC)C(=O)c2cc(-c3ccc(OC)c(OC)c3)nc3ccccc23)c(=O)[nH]c1=O | 0.7% | 0.9%[50 µM] | -0.1 | 79
Cc1ccc(S(=O)(=O)N2CCCC2CNC(=O)C(=O)Nc2ccccc2)cc1 (configuration not stated) | 8.0% | 0.0%[50 µM] | -0.3 | 67
CCCCn1c(N)c(N(CC(C)C)C(=O)CSc2ccc([N+](=O)[O-])cc2)c(=O)[nH]c1=O | 16.6% | 1.6%[50 µM] | 1.3 | 68
CSc1ccccc1NC(=O)CN(C)C(=O)/C=C/c1ccccc1 | -5.9% | 0.6%[50 µM] | -0.7 | 89
CCCN(C1CCS(=O)(=O)C1)S(=O)(=O)c1ccc(F)cc1 (configuration not stated) | 1.4% | 1.1%[50 µM] | 0.2 | 57
CCOc1cc(C(=O)Nc2ccc(S(=O)(=O)Nc3cnc4ccccc4n3)cc2)cc(OCC)c1OCC | -1.5% | -1.8% | 1.3 | 53
CCN1CCN(S(=O)(=O)c2ccc(Cl)c(C(=O)N(C)Cc3ccc(F)cc3)c2)CC1 | -3.6% | 1.2%[50 µM] | -0.8 | 61
COc1cccc(C2=CC(=O)C[C@H](c3ccc4c(c3)OCO4)C2)c1 | 4.0% | 1.2% | 7.2 | 54
COc1ccc(S(=O)(=O)Nc2cccc3c2O[C@H](CN(C)Cc2ccc(-c4ccccc4)cc2)[C@@H](C)CN([C@H](C)CO)C3=O)cc1 | 0.0% | 1.4% | 2.4 | 64
Cc1ccc(CN2CC(C(=O)Nc3cccc(C)n3)CC2=O)cc1 (configuration not stated) | -5.8% | 1.6%[50 µM] | 1.0 | 71
CCOc1ccccc1N1CC(C(=O)NNC(=O)c2ccc(F)cc2)CC1=O (configuration not stated) | 0.0% | 1.3%[50 µM] | -1.1 | 56
N#CCN=C(c1ccccc1)c1ccccc1 | -3.2% | 0.7% | 1.2 | 53
Cc1cc(C(=O)COC(=O)/C=C/c2cccc(Br)c2)c(C)n1C | -10.1% | 1.6%[50 µM] | 4.7 | 63
c1csc(CNc2ncnc3ccc(-c4ccoc4)cc23)c1 | -11.2% | 3.5% | 5.8 | 56
Nc1ncnc2c1ncn2[C@@H]1O[C@H](CO)[C@@H](O)[C@@H]1O | 0.8% | 1.2% | -2.3 | 56
CS(=O)(=O)N1Cc2ccccc2CC1C(=O)OCC(=O)NCc1ccccc1 (configuration not stated) | 5.8% | 0.3% | 0.7 | 45
Cc1cccc([N+](=O)[O-])c1NC(=O)COC(=O)c1nc2nccc(C)n2n1 | -2.9% | 0.3%[50 µM] | 0.2 | 68

Random excerpt: four records from the list, in no set order.
SMILES | NS5 inhibitors | K1F lysis inhibition | NTR1 agonist | NTR1 agonist cell count 20 µM | others
COC(=O)c1ccsc1NC(=O)CS(=O)(=O)c1ccccc1 | 0.0% | 0.9%[50 µM] | 1.1 | 60
CSc1ncccc1C(=O)OCC(=O)c1ccc[nH]1 | -9.2% | 0.2%[50 µM] | -0.4 | 51
COc1ccccc1C1=CC(=O)CCC1 | -0.8% | 2.2% | 2.5 | 92
Cc1ccc(S(=O)(=O)N2CCCC2CNC(=O)C(=O)Nc2ccccc2)cc1 (configuration not stated) | 8.0% | 0.0%[50 µM] | -0.3 | 67

(further entries)
SMILES | NS5 inhibitors | K1F lysis inhibition | NTR1 agonist | NTR1 agonist cell count 20 µM | others
COC(=O)C1CCN(S(=O)(=O)c2ccc(Br)s2)CC1 | -7.4% | 0.6%[50 µM] | -1.7 | 53
Cc1csc(SCC(=O)NC2CCCC2)n1 | -0.4% | 1.2%[50 µM] | 1.4 | 81
O=C1c2ccccc2C(=O)N1Cc1nc2ccccc2c(=O)n1CCN1CCOCC1 | -4.0% | 0.3% | -1.3 | 109
Cc1ccc2nc(CSc3nnc(-c4ccco4)n3-c3ccccc3)cc(=O)n2c1 | -6.2% | 0.4% | 1.8 | 74 | NS5 inhibitors pilot replicate=-0.6
